IL-1B inflam inh = inhibitors of inflammasome signaling (IL-1 beta secretion); AID 743279; THP-1 LPS/ATP IL-1B secretion, AlphaLISA, 16 h; stronger effect = lower value; 360,000 compounds, 4.7% hits; activity change, % at 57.5 µM; in the data active = activity change below about -50%; inconclusive = mostly about -30% to -49%; also: % is scaled to controls: 0 for no effect and ±100 for the full control effect
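Secreted IL-1B measured by AlphaLISA bead assay after 16 h compound exposure of THP-1 cells; compounds (final up to 57.5 uM) added 1 h before LPS (250 ng/mL) and ATP (1.25 mM) stimulation; lower signal means less secretion.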
ATXN2 expr inh = ATXN2 expression inhibition; HEK-293 ATXN2-luciferase reporter, luminescence, 24 h; Potency, µM (highest dose often 57 µM), inactives show at the top dose activity change, negative = inhibition, most hits filed as inhibitors; 360,000 compounds, 0.72% hits; also: potency is read from the fitted curve at half-maximal effect; % is scaled to controls: 0 for no effect and ±100 for the full control effect; nearly all actives have a fitted effect of over 55% in size
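qHTS (up to 57 uM final) was run with 24 h compound exposure of reporter cells at 37 °C. Each well was multiplexed: SteadyGlo luminescence measured ATXN2-luciferase expression after a fluorogenic Gly-Phe-AFC viability readout (25 uM final).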
A549 viability = counter-screen for Nrf2 inhibitors: cytotoxicity in A549 cells. A549 ARE-Fluc cells, CellTiter-Fluor viability, 18-24 h. Potency, µM (series often up to 46 µM), without a hit: at the top dose activity change, negative = cytotoxicity, most hits filed as inhibitors. 390,000 compounds, 0.16% hits. AID 504648; also: potency is read from the fitted curve at half-maximal effect; % is scaled to controls: 0 for no effect and ±100 for the full control effect
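Cytotoxicity counterscreen: CellTiter-Fluor fluorescence was measured in A549 ARE_Fluc cells after 18-24 h of compound exposure in a concentration series. The subsequent BugLite luminescent read reports ARE-luciferase activity.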
Nrf2 activator = Nrf2 pathway activation. AREc32 ARE-luciferase reporter (MCF7-derived line), luminescence, 24 h. Potency, µM (doses to about 46.1 µM), for inactives: at the highest dose activation, usual class: activators. 410,000 compounds, 0.31% hits. AID 624171; also: potency is read from the fitted curve at half-maximal effect; % of control where 0% means no effect; nearly all actives have a fitted effect of over 65% in size
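Reporter line AREc32 (ARE-Fluc), seeded overnight in OPTI-MEM with 5% FBS; compound pin-transferred, 24 hr at 37 deg C, 5% CO2; luminescent read-out.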
HepG2 viability = HepG2 cytotoxicity, counter-screen for TGF-b inhibitors; AID 588856; Potency, µM (doses to about 46.1 µM), inactives show at the top dose activity change, negative = cytotoxicity, hits mostly cytotoxic; HepG2 CAGA-GFP viability, ATP luminescence, 18 h; 410,000 compounds, 0.76% hits; also: potency is read from the fitted curve at half-maximal effect; some results filed as inactive show a strong effect at the top dose
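HepG2 CAGA-GFP cells (1000/well, DMEM with 1% FBS) received compound, then TGF-beta at 500 pg/mL final, and were incubated 18 hours at 37 degrees C. Viability was read by CellTiter-Glo luminescence. Media-only wells were set as complete cell-killing and DMSO as no toxicity.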
MCF10A rereplic = inducers of DNA re-replication in MCF 10A breast cells; MCF 10A DNA re-replication, Hoechst nuclear intensity, 48 h; 350,000 compounds, 2.9% hits; Potency, µM (series often up to 46.1 µM), for the others: at the highest dose activity, positive = re-replication, actives largely listed as activators; also: potency is read from the fitted curve at half-maximal effect; % of control where 0% means no effect; nearly all actives have a fitted effect of over 50% in size
S2 tox = viability counter-screen for ATXN expression inhibitors; 400,000 compounds, 0.49% hits; S2 cells (HEK-293 line with an ATXN2-luciferase reporter) viability, CellTiter-Fluor protease fluorescence, 24 h; Potency, µM (top dose mostly 56.7 µM), usual class: cytotoxic; AID 651635; also: potency is read from the fitted curve at half-maximal effect; nearly all actives have a fitted effect of over 40% in size
Nrf2 block = inhibitors of Nrf2 signaling. AID 504444. Potency, µM (doses to about 46 µM), inactives show at the top dose activity change, negative = inhibition, hits mostly inhibitors. 360,000 compounds, 2.1% hits. A549 ARE-Fluc reporter, luciferase luminescence, 18-24 h; also: potency is read from the fitted curve at half-maximal effect; % is scaled to controls: 0 for no effect and ±100 for the full control effect; nearly all actives have a fitted effect of over 60% in size
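Cells were seeded and rested 2 h, then exposed to compounds for 18-24 h. CellTiter-Fluor was read first as a viability measure. BugLite was added 15 min before the final luminescent read of ARE-luciferase activity in A549 cells.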
TGFb SMAD3 inh = inhibitors of TGF-b signaling. HepG2 CAGA-GFP TGF-b/SMAD3 reporter, GFP fluorescence, 18 h; TGF-beta stimulated, 500 pg/mL final. Potency, µM (series often up to 46.1 µM), for inactives: at the highest dose activity, negative = inhibition, most hits filed as inhibitors. 410,000 compounds, 1.2% hits; also: potency is read from the fitted curve at half-maximal effect; % is scaled to controls: 0 for no effect and ±100 for the full control effect; nearly all actives have a fitted effect of over 65% in size
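HEPG2 CAGA-GFP, 1000 cells/well; 2 h settle, 37 C; cpd via pin tool; TGF-b 500 pg/mL final; 18 h, 37 C; GFP imaging ex488/em500-530; %Activity normalised to -TGF-b and +DMSO controls; CRC fit, curve class.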
An asterisk follows results filed as active; i = inactive; ? = inconclusive; nt = no result given; & = joins results of further samples; [ ] = dose if it differs, or a comment. Unless noted, calls follow the shape of the dose curve; as a rule, active = well fitted curve in the direction sought with a large enough effect; inconclusive = small, poorly fitted or top-dose-only effect, or another doubt; inactive = no such curve, though single readings can be large; an effect the other way counts as inactive or inconclusive.

SMILES	IL-1B inflam inh	ATXN2 expr inh	A549 viability	Nrf2 activator	HepG2 viability	MCF10A rereplic	S2 tox	Nrf2 block	TGFb SMAD3 inh
O=C(c1ccco1)N1CCN(c2nc3ccsc3c(=O)s2)CC1	-8	15%	-7%	-0.2%	-5%	2%	i	-7%	1%
COC(=O)c1sc2cccc(F)c2c1S(=O)(=O)Nc1cc(OC)cc(OC)c1	nt	9%	10%	?	-1%	nt	i	17%	?
Cc1c(C(=O)N2CCN(c3ccccc3)CC2)oc2c1C(=O)CC(C)(C)C2	-5	-6%	0%	0.0%	-2%	22%	?	-14%	-2%
CN(C)CCCNC(=O)/C(=N\O)c1ccccc1	13	5%	11%	-0.5%	0%	-3%	i	21%	-7%
CCOC(=O)N1CCN(C(=O)CCn2c(=O)[nH]c3ccsc3c2=O)CC1	12	18%	-9%	0.2%	-30%	-3%	i	-1%	-1%
CCOc1ccc(-c2ccc(SCc3ccccn3)nn2)cc1	-12	13%	5%	2.7%	-28%	?	i	?	-21%
CC1SC2(NC1=O)C1CC3CC(C1)CC2C3 (stereo unspecified)	55	3%	-2%	-0.2%	4%	12%	i	-1%	11%
Cc1cccc(NC(=O)C2CCCN(S(=O)(=O)c3cccc4nsnc34)C2)c1 (stereo unspecified)	0	-16%	-3%	-0.4%	-44%	15µM*	i	?	?
COc1ccc(C(CC(=O)N2CCCCC2)c2c(OC)cc(OC)c3ccc(=O)oc23)cc1 (stereo unspecified)	-18	3%	-22%&-16%	3.9%	-14%&-12%	3%	?	7%&7%	?
O=C(/C=C/c1ccc(Cl)cc1Cl)Nc1ccc(CN2CCOCC2)cc1	0	?	-12%	-0.2%	-13%	8.2µM*	i	7.3µM*	-17%
CCc1noc(C)c1C(=O)OCC(=O)Nc1ncc(Cl)cc1Cl	15	-7%	1%	-0.1%	0%	?	i	-1%	-8%
CCOC(=O)C(C(=O)OCC)C(c1ccccc1)N1CCN(c2ccccc2)CC1 (stereo unspecified)	-16	4%	3%	0.6%	11%	?	i	33%	7%

Single records (already shown). Order of values: IL-1B inflam inh | ATXN2 expr inh | A549 viability | Nrf2 activator | HepG2 viability | MCF10A rereplic | S2 tox | Nrf2 block | TGFb SMAD3 inh
Cc1c(C(=O)N2CCN(c3ccccc3)CC2)oc2c1C(=O)CC(C)(C)C2 is entered as -5 | -6% | 0% | 0.0% | -2% | 22% | ? | -14% | -2%
COC(=O)c1sc2cccc(F)c2c1S(=O)(=O)Nc1cc(OC)cc(OC)c1 is entered as nt | 9% | 10% | ? | -1% | nt | i | 17% | ?

(more compounds)
SMILES	IL-1B inflam inh	ATXN2 expr inh	A549 viability	Nrf2 activator	HepG2 viability	MCF10A rereplic	S2 tox	Nrf2 block	TGFb SMAD3 inh
CC(=O)c1ccc(N2CCN(C(=O)Nc3ccc(C)cc3)CC2)cc1	0	nt	0%&9%	0.5%&1.1%	-4%&-15%	0%	?	-26%&5%	-17%
COc1cc(C(=O)N2CCN(C(=O)C3CC3)CC2)cc(OC)c1OC	-7	-1%	13%	0.1%	-3%	-3%	i	?	5%
CCOc1c(CNCCN2CCOCC2)cccc1OC	-3	2%	3%	-0.7%	-19%	29%	i	19%	18%
Cc1cc(NC(=O)CSc2nnc(C3CC3)n2-c2ccccc2)no1	45	-20%[11.3 µM]	1%	-0.3%	4%	-5%	i	-11%	-5%
Cc1cc(Cl)ccc1NC(=O)C1CCN(S(C)(=O)=O)CC1	11	10%	-2%	0.2%	2%	-24%	i	-4%	-5%
Cn1c(=O)[nH]c(=O)c2c1nc(NCc1ccco1)n2CCCc1ccccc1	-15	-4%	-7%	0.6%	12%	0%	i	-11%	0%
O=C(CSc1nc2ccccc2nc1Cc1ccccc1)N1CCc2ccccc21	nt	1%	3%	-0.7%	8%	nt	?	nt	20%
CCCSC1=C(C#N)C(c2cccnc2)C(C(=O)OCC)=C(c2ccccc2)N1 (stereo unspecified)	-21	4%	-17%	9.3%	-32%	?	i	-15%	-6%
COC(=O)c1ccc(NC(=O)Nc2ccc(F)c(Cl)c2)cc1	-89*	?	-11%	-0.7%	-47%	?	?	-2%	?
CCN1C(=O)CC(N2CCC(C(=O)N3CCOCC3)CC2)C1=O (stereo unspecified)	14	-5%	2%	-0.1%	3%	-4%	i	-1%	-2%
COc1cc2oc(=O)cc(-c3ccc(-c4ccc(F)c(Cl)c4)cc3)c2c(OC)c1OC	24	4%	-5%	-1.0%	-5%	-36%[inhibitor]	i	?	?
Cc1ccc2cc3cc(C(=O)N(CC(=O)NC4CCCC4)c4cccc(C)c4C)sc3nc2c1	-11	1%	-19%	0.4%	-1%	1%	i	?	-10%
COc1ccc2c(c1)[nH]c1c(=O)n(CCC3=CCCCC3)cnc12	-4	7%	-15%	0.3%	9%	-3%	i	6%	20%
CCC(=O)Nc1cc(C(=O)O)ccc1Sc1ccc(Cl)cc1	-9	-3%	-1%	-0.3%	-3%	4%	i	?	4%
CC(C)N(Cc1nc(-c2ccc(Cl)cc2)no1)C(=O)/C=C/c1ccccc1	-62*	-6%	?	0.3%	2%	?	i	?	?
CCCCN(CC)CCCNC(=O)c1csc2c1CCCCC2	-7	-11%	-5%	-0.7%	-34%	2%	i	3%	?
COc1cccc(C(=O)Nc2c3c(nc4c2CCC4)CCCC3)c1	16	5%	-4%	-0.2%	1%	8%	i	9%	12%
O=C(/C=C/c1ccccc1Cl)c1ccc(O)cc1	-95*	13%	10%	?	-29%	?	i	1%	?
CCOc1cc(C(=O)Nc2ccc(S(=O)(=O)Nc3onc(C)c3C)cc2)cc(OCC)c1OCC	26	2%	4%	-1.1%	0%	1%	i	-2%	-22%
Cc1c(C(=O)NCc2ccccc2C(F)(F)F)sc(=O)n1Cc1ccc(F)cc1	-18	-23%	nt	3.7%	-19%	nt	i	nt	-19%
CC(=O)Nc1ccc(CC(=O)Nc2ccc3c(c2)OC2(CCCC2)O3)cc1	-17	nt	nt	5.1%	0%	nt	i	nt	-5%
Cn1nnnc1SCC(=O)Nc1ncc(Cl)cc1Cl	3	-14%	-9%	-0.3%	-2%	0%	i	4%	3%
COc1ccc(C(=O)Nc2ccnn2C2CCN(C(=O)c3cccnc3)CC2)cc1	-6	18%	-14%	-0.2%	2%	1%	i	?	5%
Fc1ccccc1Cn1c(-c2ccccc2)nc2ccccc21	nt	?	-3%	4.9%	-68%	nt	32µM*	-2%	?
CCN(CC)c1ccc(S(=O)(=O)N2CCCCC2)cc1NC(=O)C1=COCCO1	-16	-5%	2%	-0.4%	-17%	?	?	-3%	3%
COc1ccc(NC(=O)c2c(N)no[n+]2[O-])cc1	-20	-29%	?	9.4%	-4%	?	i	?	?
COc1ccc(NC(=O)CCN2CCN(CCO)CC2)c(OC)c1	nt	-3%	11%	0.4%	-37%	nt	i	12%	2%
CCOC(=O)c1nnn(-c2nonc2NC(C)=O)c1C	-10	1%	11%	0.1%	23%	-2%	i	-13%	18%
Cn1c(=O)oc2cc(S(=O)(=O)N3CCC(C(=O)N4CCN(c5ccccc5F)CC4)CC3)ccc21	nt	-15%	-1%	0.4%	-2%	nt	i	-15%	1%
COc1ccccc1OCCn1cc(/C=N/n2cnnc2)c2ccccc21	-14	3%	9%	4.5%	-20%	11%	i	-3%	1%
Cc1cnc(=O)[nH]c1SCC(=O)Nc1nc2ccccc2s1	nt	62%[activator]	-2%	-0.9%	1%	nt	i	nt	7%
Cn1c(OCc2ccc3c(c2)OCO3)nc2c1c(=O)n(Cc1cccc(Cl)c1)c(=O)n2C	17	5%	-2%	0.0%	10%	4%	i	15%	16%
COc1ccc(-c2c(C)cc3oc(=O)cc(-c4ccccc4)c3c2C)cc1	10	2%	23%	5.3%	-9%	-14%	i	-4%	?
O=C(CSc1cccc2cccnc12)OCC(=O)c1ccc(Br)cc1	13	2%	0%	4.4%	0%	?	i	-3%	13%
O=C(Cn1cnc2ccccc2c1=O)NNC(=O)c1ccccc1F	0	0%	0%	0.2%	4%	-1%	i	-14%	26%
O=S(=O)(c1ccc(N2CCN(S(=O)(=O)c3ccc4c(c3)OCCO4)CC2)nc1)N1CCCC1	-12	-13%	0%	0.8%	-32%	18%	i	?	-11%
COc1ccc(C2(c3ccc(OC)cc3)NC(=O)N(CC(=O)N(C)C)C2=O)cc1	17	3%	-2%	-0.1%	0%	-11%	i	5%	2%
CC(C)C[C@@H]1NC(=O)[C@H](C(C)C)NC(=O)c2cc([N+](=O)[O-])cc(I)c2NCC[C@@H](C(N)=O)NC1=O	-6	6%	-13%	-0.2%	-2%	21%	i	6%	?
Cc1cccc(C)c1NC(=O)C(=O)NCC1CCCN1S(=O)(=O)c1cccs1 (stereo unspecified)	27	-9%	-13%	0.4%	-2%	?	i	-12%	-3%
NC(=O)C(NN=C(c1ccccc1)c1ccccc1)c1ccccc1 (stereo unspecified)	-21	nt	nt	-0.2%	-9%	nt	?	nt	5%
CCCCC[C@H](O)/C=C/C1=C(CCCCCCC(=O)O)C(=O)CC1	22	-18%	0%	21%	-8%	-44%[inhibitor]	i	-9%	15%
Cc1ccc(-c2ccc(SCC(=O)N3CCN(c4ccccc4)CC3)nn2)cc1	6	5%	2%	0.8%	24%	0%	i	?	-8%
Cc1nc2c(-c3ccc(F)cc3)cnn2c2c1CCC2	45	51%[activator]	5%	4.4%	4%	2%	i	?	21%
Cc1ccnc(NC(=S)NC(=O)/C=C/c2ccco2)c1	44	27%	?	?	-3%	?	i	nt	-10%
C=CCn1c(SCc2ccc(Cl)cc2)nc2c1c(=O)[nH]c(=O)n2C	3	-2%	-1%	3.4%	1%	6%	i	nt	16%
CCCn1cc(CN2CCc3ccc(NC(=O)C4CCCO4)cc3C2)c(C)n1 (stereo unspecified)	13	-7%	4%	0.1%	0%	-1%	?	17%	-8%

Screens as filed in PubChem.

The order is random; overall some 8.8% were active at least once.
